Source: PubChem
NFkB transloc pot: enhances IL-1B driven NFkB nuclear translocation. HUVEC IL-1B NFkB p65 nuclear translocation imaging. activation, % at 2 µM. hit rate 0.3% among 94,000. AID 819;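 active means activation above 40%, about the mean plus 3 SD, also judged a hit on visual image review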;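 further: percent activation is computed from the nuclear over cytoplasmic p65 intensity ratio; values of inactives mirror those of a sister screen read the other way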
MRP reversal: MRP-mediated drug resistance reversal; AID 602; differential viability (reversal), % at 10 µM; H69AR cells + 2 uM doxorubicin, CellTiter-Glo, 72 h; hit rate 0.04% among 85,000;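 active means viability drop by adding the cancer drug above about 55%, with treated viability meeting a 40% cutoff, limit read from the data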;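 further: viability without doxorubicin minus viability with 2 µM doxorubicin for each compound; larger differential means the compound sensitizes cells more to doxorubicin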
IL1B NFkB inh: blocks IL-1B driven NFkB nuclear translocation in HUVEC cells; HUVEC IL-1B NFkB p65 nuclear translocation imaging; inhibition, % at 2 µM; AID 796; hit rate 0.43% among 94,000;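 active means inhibition above about 30% together with a positive call from visual inspection of the well image, limit read from the data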;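 further: nuclear over cytoplasmic p65 intensity ratio measured by imaging; 0% = IL-1B stimulated DMSO wells and 100% = unstimulated DMSO wells; values of inactives mirror those of a sister screen read the other way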
Bcl-B TR3 displacers: displacers of TR3 peptide from Bcl-B, primary screen, selectivity assay for Bfl-1 inhibitor project, biochemical, fluorescence polarization; AID 748; FP displacement of FITC-TR3 peptide from Bcl-B; higher % means a stronger effect; hit rate 0.11% among 96,000; displacement, % at 20 µM, or IC50 in µM where a hit was titrated;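 active means displacement above 50% at 20 µM plus a fluorescence interference ratio under 1.5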;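 further: plate controls were wells without compound for no effect and wells lacking Bcl-B protein for full effect; a part of the inactive calls stands beside numbers as strong as those of hits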
PLAP inhibition: inhibition of human placental alkaline phosphatase – biochemical, luminescence, HTS (AID 690); purified PLAP, luminescent substrate; higher % means a stronger effect; inhibition, % at 20 µM, or IC50 in µM where a hit was titrated; hit rate 0.08% among 96,000; in the data active means a potency from the dose series; inactive means the rest, 99 in 100 with inhibition below about 30%; further: strong numbers were not always called active
MRP reversal cytotoxicity: second read-out of MRP reversal, no call of its own (marks repeat the call); viability, %; H69AR cells, CellTiter-Glo, 72 h; measured here: cytotoxicity without doxorubicin
MRP reversal with doxorubicin: also measured in MRP reversal; calls as there; viability, %; measured here: viability with 2 uM doxorubicin; stronger effect = lower value
IL1B NFkB inh cell count 2 µM: second read-out of IL1B NFkB inh, no call of its own (marks repeat the call); cell count; measured here: cells passing quality filter;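 raw number of nuclei counted in each imaged well without normalization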
NFkB transloc pot cell count 2 µM: also measured in NFkB transloc pot; calls as there; cell count; measured here: cells passing quality filter
An asterisk follows results filed as active; x = no result given.

SMILES	NFkB transloc pot	NFkB transloc pot cell count 2 µM	MRP reversal	MRP reversal cytotoxicity	MRP reversal with doxorubicin	IL1B NFkB inh	IL1B NFkB inh cell count 2 µM	Bcl-B TR3 displacers	PLAP inhibition
COc1ccc(CSc2nnc(CNS(C)(=O)=O)o2)cc1	3	178	18	115	97	-2	178	6%	27%
Cc1cccc[n+]1C1C(c2ccccc2)C(C#N)=C(C(=C=[N-])C#N)NC1(O)C1CC1 (configuration not stated)	-1	152	x	x	x	1	152	4%	11%
COc1ccc(S(=O)(=O)N(CCc2ccccc2)CC(=O)O)cc1OC	4	71	-12	99	110	-4	71	9%	-7%
COC(=O)CSc1nnc(-c2ccccc2O)n1-c1ccc(C)cc1	14	108	15	87	72	-14	108	-13%	-68%
O=C1CC(c2ccccc2)n2nc(NC(=O)c3cccnc3)nc2N1 (configuration not stated)	0	108	-8	94	102	0	108	-2%	-52%
Cc1ccccc1-c1nc(-c2cccnc2)no1	-4	102	-3	104	107	4	102	2%	-11%
COc1ccc(OC)c(Nc2nc(C3CC3)nc3c2nnn3Cc2ccccc2)c1	-5	174	15	81	65	5	174	-8%	-19%
COc1ccc(C(=O)COc2ccc(NC(C)=O)cc2)cc1	-13	85	28	91	62	14	85	-6%	3%
Cc1ccc(S(=O)(=O)CCc2nnc(NC(=O)c3ccccn3)s2)cc1	2	92	-24	59	83	-2	92	2%	-95%
Clc1ccc(-c2nnc(-c3ccccc3Cl)o2)cc1	-2	105	7	92	85	2	105	11%	7%
CN(C)C=Nc1nonc1-c1ncn[nH]1	7	185	8	94	86	-7	185	1%	-10%
COc1cccc(N2CCN(C(=O)c3ccc(N4C(=O)NC5CC4(C)Oc4ccccc45)cc3)CC2)c1 (configuration not stated)	0	124	0	91	90	0	124	0%	-36%
COc1ccc(-c2cc(C(F)(F)F)c(C#N)c(SCC(=O)Nc3ccc(C)cc3)n2)cc1	4	177	x	x	x	-4	177	-7%	13%
CC1CCc2nc(NC(=O)C3COc4ccccc4O3)sc2C1 (configuration not stated)	5	77	-19	64	83	-5	77	0%	-10%
Cc1cc(C(=O)OCC(=O)NC2CCS(=O)(=O)C2)c(C)n1-c1ccccc1 (configuration not stated)	6	55	-3	100	104	-6	55	4%	-75%
CCOC(=O)NCc1ccc(S(=O)(=O)Nc2ccccc2C)cc1	37	206	11	104	93	-37	206	10%	-18%
CC(O)CNc1nc2c(c(=O)n(C)c(=O)n2C)n1C/C=C/c1ccccc1 (configuration not stated)	-5	92	-7	93	101	6	92	0%	-21%
O=C1N=c2ccccc2=C1c1sc(=S)n(CC2CCCO2)c1O (configuration not stated)	7	205	-5	42	46	-7	205	5%	28%
Clc1ccc(OCCCNCc2ccccc2)c(Br)c1	-40	71	x	x	x	40*	71*	-3%	-47%
Cc1ccc(NS(=O)(=O)N(C)C)cc1	3	110	-14	95	109	-3	110	x	x
C=CCn1c(SCn2nnc3ccccc3c2=O)nnc1-c1ccc(Cl)cc1	0	156	14	93	79	0	156	7%	-37%
COc1ccc(OC)c(NC(=O)c2c(NC(=O)CNCc3ccco3)sc3c2CCC3)c1	-3	112	-6	16	23	3	112	-21%	-63%
COc1ccc(OC)c(NC(=O)CN2CCN(C(=O)c3ccco3)CC2)c1	-7	136	-16	73	90	8	136	2%	-23%
CCOc1ccc(/C(O)=C2/C(=O)C(=O)N(CCCn3ccnc3)C2c2cccs2)cc1Cl (configuration not stated)	17	150	-5	97	103	-17	150	-16%	-64%
Cc1ccc(S(=O)(=O)NC(=O)Nc2nnc(C)s2)cc1	-1	136	x	x	x	1	136	-2%	8%
O=C(NC(Cc1ccccc1)C(=O)N1CCN(c2ccccn2)CC1)c1ccco1 (configuration not stated)	9	161	-28	89	117	-9	161	1%	10%
Nc1nc(COc2ccc3ccccc3c2)cs1	-5	119	-1	92	94	5	119	-5%	-1%
CC(C)NS(=O)(=O)c1ccc(OCC(=O)Nc2ccc3c(c2)OCO3)c(Cl)c1	-9	102	6	66	60	9	102	2%	14%
Cc1cc(C)n2c(SCC(=O)Nc3cc(C)on3)nnc2n1	28	133	14	96	82	-28	133	x	x
CCC(c1nnnn1C1CCCCC1)N1CCN(C2CCCC2)CC1 (configuration not stated)	30	126	14	93	78	-30	126	-2%	-44%
CCN(CC)S(=O)(=O)C1CCS(=O)(=O)C1 (configuration not stated)	x	x	-7	93	100	x	x	-4%	-32%
COCCNS(=O)(=O)c1cccc2cccnc12	-11	173	3	107	104	11	173	7%	11%
CCN(CCO)Cc1csc2ccc(Br)cc12	30	161	x	x	x	-30	161	0%	-77%
CCCCC(=O)Nc1ccc(NC(=O)c2cccnc2)cn1	0	159	-12	86	98	0	159	23%	-16%
NC(=O)c1sc2nc(N3CCCCC3)c3c(c2c1N)CCCC3	x	x	-5	61	66	x	x	0%	-54%
CN(C)S(=O)(=O)c1cc(S(=O)(=O)N(C)C)c(Cl)cc1N	21	105	-16	85	101	-21	105	12%	-11%
Cc1cc(C)cc(NC(=O)C2CCN(c3nccs3)CC2)c1	-6	83	-3	94	97	6	83	2%	10%
Cc1ccc(CNC(=O)C2CCC(CNc3c(N4CCOCC4)c(=O)c3=O)CC2)cc1 (configuration not stated)	9	70	6	102	96	-9	70	-3%	-47%
Cc1ccc2c(c1)CCCN2C(=O)c1ccoc1C	x	x	-26	34	60	x	x	-14%	-24%
O=C1c2ccccc2C(Nc2ccc(S(=O)(=O)N3CCCCCC3)cc2)N1c1ccccn1 (configuration not stated)	31	163	-3	61	64	-31	163	22%	3%
Cc1cc(Nc2c(C)cccc2C)n2nc(C)nc2n1	-10	163	13	97	84	10	163	10%	-39%
CCc1ccc(N2CC(C(=O)Nc3nnc(CC)s3)CC2=O)cc1 (configuration not stated)	7	136	4	92	88	-7	136	4%	-30%
CC(=O)Nc1cccc(NC(=O)CSc2nnnn2C(C)C)c1	17	196	1	80	79	-17	196	1%	5%
CCC(C(=O)NC1CCCC1)N(Cc1ccco1)C(=O)Cn1nnc(-c2ccc(C)cc2)n1 (configuration not stated)	12	111	9	94	85	-12	111	5%	12%
COCCOC(=O)C(C#N)c1nc2ccccc2nc1N1CCCC1 (configuration not stated)	-5	170	2	78	76	5	170	14%	6%
CS(=O)(=O)N(CC(N)=O)c1ccc2c(c1)OCO2	20	171	3	99	97	-20	171	0%	18%
COC(=O)c1cnc(SC)nc1C	-1	150	x	x	x	1	150	-4%	10%
FC(F)(F)C1CC(c2cccs2)Nc2ncnn21 (configuration not stated)	4	138	7	95	88	-4	138	-1%	6%
Cc1ccc(C)c2c1[nH]c1ccccc12	9	168	1	94	93	-9	168	2%	9%
O=C(CN(Cc1ccco1)C(=O)CNS(=O)(=O)c1ccccc1)NC1CCCCC1	4	116	4	97	94	-4	116	6%	-50%
c1coc(CN2CCN(C(c3cccs3)c3nnnn3C3CCCC3)CC2)c1 (configuration not stated)	-2	185	26	105	79	2	185	0%	-37%
CC(O)Cc1nsc(NC(=O)c2ccc(Br)o2)n1 (configuration not stated)	x	x	x	x	x	x	x	-12%	6%
CCOc1cc(CNC(=O)CN2C(=O)c3ccccc3S2(=O)=O)ccc1OC	x	x	18	101	83	x	x	-3%	-36%
O=C1CC(=O)C(n2cncn2)C(c2c(F)cccc2Cl)C1 (configuration not stated)	5	103	x	x	x	-5	103	1%	11%
CC(=O)NCC(=O)OCC(=O)c1ccc(C)cc1	7	150	-5	76	82	-8	150	-3%	10%
c1ccc(-n2nnnc2-n2ccnc2)cc1	15	121	-7	96	103	-15	121	-7%	-2%
Cc1ccc(-c2cc(C(F)(F)F)n3nc(C(=O)NCCCn4ccnc4)cc3n2)cc1C	1	123	x	x	x	-1	123	-4%	-38%
Cc1cc2cc(CCNC(=O)c3ccc(Br)o3)c(=O)[nH]c2cc1C	12	189	14	89	75	-12	189	-11%	-24%
COC(=O)c1cc2ccsc2n1CC(=O)N1CCCc2ccccc21	x	x	1	81	80	x	x	2%	-6%
COc1ccc(N2C(=O)CC(Sc3nc(C)c4c(n3)CCCC4)C2=O)cc1 (configuration not stated)	10	137	-30	25	55	-10	137	6%	-20%

Arranged by value in NFkB transloc pot (descending): 3 of the compounds above.
SMILES,NFkB transloc pot,NFkB transloc pot cell count 2 µM,Bcl-B TR3 displacers,PLAP inhibition
COc1ccc(N2C(=O)CC(Sc3nc(C)c4c(n3)CCCC4)C2=O)cc1 (configuration not stated),10,137,6%,-20%
Cc1ccc(-c2cc(C(F)(F)F)n3nc(C(=O)NCCCn4ccnc4)cc3n2)cc1C,1,123,-4%,-38%
c1coc(CN2CCN(C(c3cccs3)c3nnnn3C3CCCC3)CC2)c1 (configuration not stated),-2,185,0%,-37%

New compounds follow
SMILES	NFkB transloc pot	NFkB transloc pot cell count 2 µM	MRP reversal	MRP reversal cytotoxicity	MRP reversal with doxorubicin	IL1B NFkB inh	IL1B NFkB inh cell count 2 µM	Bcl-B TR3 displacers	PLAP inhibition
COc1ccc(CCNC2CC(=O)N(CCc3ccc(OC)c(OC)c3)C2=O)cc1OC (configuration not stated)	8	141	2	93	91	-8	141	-7%	-88%
O=C(O)c1cccc(N2C(=O)c3cccnc3C2=O)c1	12	47	3	97	94	-12	47	-3%	3%
O=c1ccc(Cc2ccccn2)n[nH]1	15	150	6	90	84	-15	150	15%	-19%
CCC(C)(C)n1nnnc1CN1CCC(NC(=O)c2ccccc2C)CC1	8	107	-4	88	91	-8	107	x	x
CCCOc1ccc2c3c(c(=O)oc2c1OCCC)CCC3	-9	117	-17	71	88	9	117	25%	-28%
CCOc1ccccc1N/C(=C(/C(Cl)=C(Cl)Cl)[N+](=O)[O-])n1cncn1	9	190	-11	63	74	-9	190	-27%	-6%
Nc1cccc(-c2cn3cc(C(F)(F)F)cc(Cl)c3n2)c1	x	x	x	x	x	x	x	0%	0%
Nc1nc(SCC(=O)Nc2ccccc2)[nH]c(=O)c1-c1ccccc1	-6	186	9	98	89	6	186	0%	18%
COc1cccc(-c2nc(-c3ccccn3)no2)c1	0	167	-7	67	74	0	167	2%	-15%
COC(=O)Nc1ccc(S(=O)(=O)N2CCC(Cc3ccccc3)CC2)cc1	-1	137	x	x	x	1	137	-9%	-40%
COC(=O)c1sc(S(=O)(=O)N2CCC(C)CC2)c(C(=O)OC)c1C	20	132	x	x	x	-20	132	9%	-22%
CCN(CC)S(=O)(=O)c1cc(C(=O)Nc2cccnc2)ccc1Cl	-20	183	x	x	x	20	183	5%	10%

Part of the list above, comma-delimited:
SMILES,NFkB transloc pot,NFkB transloc pot cell count 2 µM,MRP reversal,MRP reversal cytotoxicity,MRP reversal with doxorubicin,IL1B NFkB inh,IL1B NFkB inh cell count 2 µM,Bcl-B TR3 displacers,PLAP inhibition
COc1ccc(CCNC2CC(=O)N(CCc3ccc(OC)c(OC)c3)C2=O)cc1OC (configuration not stated),8,141,2,93,91,-8,141,-7%,-88%
COc1cccc(-c2nc(-c3ccccn3)no2)c1,0,167,-7,67,74,0,167,2%,-15%
O=c1ccc(Cc2ccccn2)n[nH]1,15,150,6,90,84,-15,150,15%,-19%
COC(=O)c1sc(S(=O)(=O)N2CCC(C)CC2)c(C(=O)OC)c1C,20,132,x,x,x,-20,132,9%,-22%
CCN(CC)S(=O)(=O)c1cc(C(=O)Nc2cccnc2)ccc1Cl,-20,183,x,x,x,20,183,5%,10%
O=C(O)c1cccc(N2C(=O)c3cccnc3C2=O)c1,12,47,3,97,94,-12,47,-3%,3%

Later entries
SMILES	NFkB transloc pot	NFkB transloc pot cell count 2 µM	MRP reversal	MRP reversal cytotoxicity	MRP reversal with doxorubicin	IL1B NFkB inh	IL1B NFkB inh cell count 2 µM	Bcl-B TR3 displacers	PLAP inhibition
COc1ccc2nc(NC(=O)C3CCCN3S(=O)(=O)c3ccc(C)cc3)sc2c1 (configuration not stated)	6	167	-10	81	91	-6	167	-4%	-28%
O=C(O)C1CC(=O)N(c2ccc(F)cc2)C1 (configuration not stated)	7	151	12	104	91	-7	151	-10%	5%
O=C(C1COc2ccccc2O1)N1CCN(Cc2ccc3c(c2)OCO3)CC1 (configuration not stated)	x	x	-8	71	79	x	x	10%	-54%
N#Cc1c(N)nc2c(c1-c1cccnc1)CCCCC2	x	x	-8	97	106	x	x	0%	14%
CC(=O)N1CCN(S(=O)(=O)c2cccc(C(=O)NC3CCCc4ccccc43)c2)CC1 (configuration not stated)	-11	151	9	99	91	11	151	-6%	-39%
CCOC(=O)CCCNC(=O)CCNC(=O)c1ccc(OCC)cc1	7	87	17	101	84	-7	87	-12%	6%

Some of the compounds tested. The share of hits here may be higher or lower than overall.
